SNCA viab count – reduces viability of HEK-293 SNCA reporter cells; HEK-293-SNCA-luc viability, GF-AFC fluorescence, 24 h; Potency, µM (titrated, usually from 57.1 µM), for inactives: top-dose activity change, negative = cytotoxicity, hits mostly cytotoxic; 0.12% of 150,000 active; AID 1671193;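 also: potency is read from the fitted curve at half-maximal effect; 0% = DMSO-treated cells and -100% = medium-only wells without cells; nearly all actives have a fitted effect of over 30% in size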
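Cytotoxicity counterscreen: after 24 h compound treatment of genome-edited SNCA-luciferase HEK-293 cells, live-cell protease substrate GF-AFC read by fluorescence after 30 min; activity scaled between DMSO (0%) and medium-only (-100%), curves Hill-fitted.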
FLuc inh – blocks purified firefly luciferase enzyme activity | P08659 | 2.5% of 76,000 active | Potency, µM (series often up to 115 µM), inactives show at the highest dose activity change, negative = inhibition, usual class: inhibitors | AID 1347043 | purified P. pyralis luciferase, luminescence, biochemical; also: potency is read from the fitted curve at half-maximal effect; nearly all actives have a fitted effect of over 65% in size
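Biochemical qHTS: compound (6-point titration) added to 10uM D-luciferin plus 10uM ATP in Tris acetate pH 7.5 buffer with Mg, Tween-20 and BSA, then purified enzyme at 10nM; light output imaged.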
HEK293 tox – cytotoxic compounds in HEK 293 cells; HEK 293 viability, ATP luminescence (CellTiter-Glo), 48-72 h; Potency, µM (top dose mostly 115 µM), for inactives: at the top dose activity change, negative = cytotoxicity, most hits filed as inhibitors; 6.6% of 94,000 active; also: potency is read from the fitted curve at half-maximal effect; nearly all actives have a fitted effect of over 60% in size
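HEK 293 seeded at 250 cells/well receive compound via pintool. After 48 or 72 hr at 37 degree Celsius, 5% CO2 and 95% humidity, CellTiter-Glo is dispensed and luminescence read following 10 min at room temperature.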
IP6K1 inh – blocks human inositol hexakisphosphate kinase 1; Q92551; IP6K1 kinase, ADP-Glo luminescence, 2 h; hits give low values; activity change, % (series mostly up to about 58 µM); 0.81% of 140,000 active; in the data active = activity change below about -25%
Target sequence (Q92551 whole entry, looked up): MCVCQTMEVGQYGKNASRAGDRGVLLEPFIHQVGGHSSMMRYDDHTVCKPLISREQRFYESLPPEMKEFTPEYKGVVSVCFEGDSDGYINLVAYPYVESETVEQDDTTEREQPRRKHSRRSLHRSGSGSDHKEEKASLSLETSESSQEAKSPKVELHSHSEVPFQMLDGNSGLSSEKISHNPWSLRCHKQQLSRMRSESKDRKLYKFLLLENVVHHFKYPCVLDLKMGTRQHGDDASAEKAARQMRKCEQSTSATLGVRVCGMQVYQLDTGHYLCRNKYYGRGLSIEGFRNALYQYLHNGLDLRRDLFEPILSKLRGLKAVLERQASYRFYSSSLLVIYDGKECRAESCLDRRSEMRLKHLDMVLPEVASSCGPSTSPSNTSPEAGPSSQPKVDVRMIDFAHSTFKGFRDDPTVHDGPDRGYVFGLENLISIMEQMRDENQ
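ADP-Glo luminescence measures ADP made by human IP6K1 during a 2 h RT reaction with ATP/IP6 (mix at 1.3 mM/130 uM); top library doses 57.5 and 19.1 uM final.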
GPT2 inhibitor – inhibitors of human GPT2 alanine aminotransferase; Q8TD30; Recombinant GPT2, coupled pyruvate oxidase/HRP Amplex Red fluorescence; Potency, µM (series often up to 57.7 µM), for inactives: top-dose activity change, negative = inhibition, hits mostly inhibitors; 0.25% of 100,000 active; AID 1671188; also: potency is read from the fitted curve at half-maximal effect; nearly all actives have a fitted effect of over 60% in size; many of its hits are not listed in these tables
Target sequence (Q8TD30 whole entry, looked up): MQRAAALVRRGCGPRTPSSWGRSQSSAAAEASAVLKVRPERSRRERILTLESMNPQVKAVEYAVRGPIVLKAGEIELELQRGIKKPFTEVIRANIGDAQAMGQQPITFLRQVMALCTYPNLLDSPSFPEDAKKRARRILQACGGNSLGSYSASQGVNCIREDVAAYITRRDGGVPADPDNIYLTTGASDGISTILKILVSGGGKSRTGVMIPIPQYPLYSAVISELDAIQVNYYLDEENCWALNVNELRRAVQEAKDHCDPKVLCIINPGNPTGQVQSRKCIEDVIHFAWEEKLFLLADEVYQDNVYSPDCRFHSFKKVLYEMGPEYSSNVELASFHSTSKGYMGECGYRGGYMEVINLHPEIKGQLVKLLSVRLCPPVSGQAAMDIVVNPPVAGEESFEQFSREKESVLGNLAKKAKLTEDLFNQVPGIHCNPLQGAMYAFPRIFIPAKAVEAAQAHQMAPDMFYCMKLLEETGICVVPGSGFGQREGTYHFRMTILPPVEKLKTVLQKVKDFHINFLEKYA
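Recombinant GPT2 (10ng/uL) with 250uM a-KG and 2mM L-alanine, 30 min at room temperature, in HEPES pH 7.5 buffer. Pyruvate detected by pyruvate oxidase/HRP/Amplex Red fluorescence after 30 min in the dark; AOA (50uM) as positive control.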
NIH3T3 tox – kills NIH 3T3 cells; NIH 3T3 viability, CellTiter-Glo ATP luminescence, 48-72 h; Potency, µM (highest dose often 96.7 µM), without a hit: top-dose activity change, negative = cytotoxicity, most hits filed as inhibitors; 4.3% of 94,000 active; also: potency is read from the fitted curve at half-maximal effect; nearly all actives have a fitted effect of over 55% in size
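NIH 3T3 cells at 400 cells/well received 23 nL of compound by pintool and were incubated 48 or 72 h at 37 °C. Viability was read as ATP-coupled CellTiter-Glo luminescence.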
SNCA expr inh – reduces expression of the alpha-synuclein gene; HEK-293 SNCA-luciferase knock-in, luminescence, 24 h; 0.17% of 140,000 active; Potency, µM (highest dose often 57.2 µM), for the others: at the top dose activity change, negative = inhibition, hits mostly inhibitors;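 also: potency is read from the fitted curve at half-maximal effect; plate controls were DMSO cells for no effect and cell-free wells for full effect; nearly all actives have a fitted effect of over 45% in size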
* hit, by the source's call; i = inactive; ? = inconclusive; . = not tested or not shown; & = joins results of further samples; ! = repeats disagree; [ ] = remark or other dose. Unless noted, calls follow the shape of the dose curve; as a rule, active = well fitted curve in the direction sought with a large enough effect; inconclusive = small, poorly fitted or top-dose-only effect, or another doubt; inactive = no such curve, though single readings can be large; an effect the other way counts as inactive or inconclusive. Unless noted, % is scaled to controls: 0 for no effect and ±100 for the full control effect. An excerpt, so the mix of outcomes need not match the whole.

#	smiles	SNCA viab count	FLuc inh	HEK293 tox	IP6K1 inh	GPT2 inhibitor	NIH3T3 tox	SNCA expr inh
1	CNC(=O)c1cc(C2CC2)nc2c1c(C1CCCN1C(=O)NC1CCCC1)nn2C (stereo not given)	.	.	-5%	3	.	-23%	.
2	CCN1C[C@H]2COc3ccccc3[C@H]2N(C(=O)c2ccc(C)cc2)CCC1=O	.	.	?	-9	.	-30%	.
3	CCOc1ccc(S(=O)(=O)n2nc(C)c(S(=O)(=O)N3CCCCCC3)c2C)cc1	7%	.	.	-17	.	.	-16%
4	Cc1cccc(NC(=O)C(=O)NCC(c2ccc3c(c2)OCO3)N2CCN(c3ccccc3)CC2)c1 (stereo not given)	3%	.	.	6	.	.	-1%
5	O=C(NCCc1ccccc1)c1ccc2c(c1)CCN2S(=O)(=O)c1ccc(Br)cc1	4%	.	.	1	.	.	11%
6	Cc1nc2c(c(-c3ccc(O)cc3)n1)CN(Cc1ccccn1)CCC2	6%	-2%	0%	-2	-4%	-15%	12%
7	CCOc1ccc(NC(=O)c2c(NCc3ccc(C)o3)sc3c2CCCCC3)cc1	-12%	.	.	-9	.	.	-16%
8	NS(=O)(=O)CCCC(=O)N1CCC(c2ncc[nH]2)CC1	-3%	-6%	?	3	2%	1%	-22%
9	C=CCCC(CN1CCCOCC1)Oc1cc(CCC)nc(C)n1 (stereo not given)	5%	1%	-9%	-5	-16%	-29%	6%
10	C/C=C(\C)C(=O)OC1C(C)C2(O)C(C=C(CO)CC3(O)C(=O)C(C)=CC32)C2C(C)(C)C12OC(=O)C(C)C (stereo not given)	13%[23.9 µM]	.	.	10	-18%[27.3 µM]	.	.
11	Cc1cn2nc(C(=O)NC(C)CCc3ccccc3)cc2c(N2CCCC2)n1 (stereo not given)	8%	2%	?	6	i	?	-14%
12	COCCNC(=O)c1cc(C2CC2)nc2c1c(C1CCNC1)nn2C (stereo not given)	9%	.	-8%	13	i	-8%	2%
13	Cc1cc(=O)n(CC(=O)Nc2cccc(F)c2)c(N(C)Cc2ccccc2)n1	0%	8%	?	-1	i	-16%	3%
14	O=C1NCCCCCCN(C(=O)c2ccsc2)[C@H]2CCCC[C@@H]12	5%	6%	i	-13	i	-2%	14%
15	CCN(c1ccccc1)S(=O)(=O)c1ccc(NC(=O)c2cc(=O)c3cc(C)c(C)cc3o2)cc1	4%	.	.	13	.	.	17%
16	Cc1ccc(S(=O)(=O)N2CC(c3noc(-c4cccnc4)n3)C2)cc1Cl	4%	-5%	?	30	3%	-19%	-9%
17	Cc1ccc(C)c(N(C)C(=O)c2cc3c(s2)-c2ccccc2OC3)c1	4%	.	.	-11	.	.	60%[activator]
18	O=C(CN1C(=O)NC2(CCCCC2)C1=O)Nc1cccc(C(F)(F)F)c1	-3%	-1%	?	22	i	?	0%
19	CCN1CCN(c2nc3c(s2)CN(C(=O)Cc2cccnc2)CC3)CC1	-19%	-8%	?	4	i	?	-11%
20	Cc1ccc(CN2CC[C@H](CNC(=O)C3CC3)[C@H](N(C)C)C2)s1	2%[12.5 µM]	1%	-3%	35	2%	-8%	17%
21	COc1ccc(NC(=O)Cn2c(-c3ccc(Cl)cc3)nc(C)c(CCO)c2=O)cc1OC	-6%	-1%	i	-2	i	-14%	14%
22	COc1ccc(-c2nc(CNC(=O)NC3CCCCC3)c(C)o2)cc1	17%	.	.	-6	.	.	24%
23	Cc1cc2c(n1-c1ccc(C(=O)NCc3cccc(Br)c3)cc1)CCC(C)C2 (stereo not given)	-6%	.	.	19	.	.	?
24	Cc1cccc(OCC2CCCN(C(=O)c3sc(C(C)C)nc3C)C2)c1 (stereo not given)	-17%	0%	?	25	-15%	?	-20%
25	CN(C)S(=O)(=O)N1CCCC(c2nc(-c3cnccn3)no2)CCNC(=O)CC1 (stereo not given)	9%	-9%	-7%	40	i	-2%	-9%
26	Cn1c([C@H]2CCN(C(=O)c3cccnc3)C2)nc2ccccc21	-4%[87.6 µM]	-8%[172 µM]	?	22	i	-2%[174 µM]	-10%[87.6 µM]
27	O=C(NCCCN1CCN(c2ccccc2F)CC1)c1ccc2nc(Cc3ccccc3)oc2c1	4%	.	.	-9	.	.	?
28	CCc1cccc(NC(=O)CN2C(=O)COc3ccc(S(=O)(=O)N4CCC(C)CC4)cc32)c1	-24%	.	.	6	.	.	-13%
29	Cc1cccc(C(=O)Nc2nnc(S(=O)(=O)N3CCCc4ccccc43)s2)c1	6%	.	.	1	.	.	-1%
30	CCCS(=O)(=O)N1CCC(c2noc(-c3cccnc3)n2)C1 (stereo not given)	-1%	-1%	1%	2	-9%	i	-7%
31	CCOc1ccc(-c2cc3c(=O)n(CC(O)c4ccc(C(C)C)cc4)ccn3n2)cc1 (stereo not given)	4%	-13%	6%	-6	i	-15%	32%[activator]
32	O=C(COc1ccccc1)Nc1cnc(-c2cccc(Cl)c2)nc1	-1%	-11%	?	-6	?	-10%	49%[activator]
33	Cn1nc(-c2nncn2CC2CC2)c2c1CCN(C(=O)c1n[nH]c3ccccc13)C2	-21%	-5%	?	-7	i	-11%	4%
34	Cc1cccc(-n2nc(-c3c(C)nc4scc(CC(=O)NCc5ccccc5)n4c3=O)cc2C)c1	-14%	-4%	?	28	-8%	-29%	0%
35	CCc1nc(SCc2cc(=O)c3cc(F)ccc3[nH]2)n[nH]1	0%	.	.	-14	.	.	2%
36	O=C(NCc1cccnc1)c1cnc2c(c1)N([S+](=O)([O-])c1cccnc1)CCC2	4%[87.6 µM]	3%[172 µM]	-13%[172 µM]	17	1%[88.5 µM]	?	4%[87.6 µM]
37	Cn1nccc1CN1CCC2(C1)C(=O)N(CCc1ccccc1)c1ccccc12 (stereo not given)	6%&-13%	1%&3%	35µM*!	4&3	1%	?	?
38	NCc1ccccc1-c1cc(F)cc(F)c1	1%[87.6 µM]	.	-18%[172 µM]	1	-11%[88.5 µM]	-11%[138 µM]	-9%[87.6 µM]
39	COc1ccc(S(=O)(=O)N2CCc3c(C(=O)NCCc4ccccn4)cccc32)cc1	?	-9%	45µM*	-2	i	?	-15%
40	CN1CC(=O)N(C2CCCNCC2)Cc2c1ncnc2N1CCCC(O)C1 (stereo not given)	4%	.	-1%	3	i	1%	18%

Part of the list above, with each value named.
11	Cc1cn2nc(C(=O)NC(C)CCc3ccccc3)cc2c(N2CCCC2)n1 (stereo not given)
- SNCA viab count = 8%
- FLuc inh = 2%
- HEK293 tox = ?
- IP6K1 inh = 6
- GPT2 inhibitor = i
- NIH3T3 tox = ?
- SNCA expr inh = -14%
7	CCOc1ccc(NC(=O)c2c(NCc3ccc(C)o3)sc3c2CCCCC3)cc1
- SNCA viab count = -12%
- FLuc inh = .
- HEK293 tox = .
- IP6K1 inh = -9
- GPT2 inhibitor = .
- NIH3T3 tox = .
- SNCA expr inh = -16%

The main list resumes; the two compounds before the break are reprinted first.
#	smiles	SNCA viab count	FLuc inh	HEK293 tox	IP6K1 inh	GPT2 inhibitor	NIH3T3 tox	SNCA expr inh
39	COc1ccc(S(=O)(=O)N2CCc3c(C(=O)NCCc4ccccn4)cccc32)cc1	?	-9%	45µM*	-2	i	?	-15%
40	CN1CC(=O)N(C2CCCNCC2)Cc2c1ncnc2N1CCCC(O)C1 (stereo not given)	4%	.	-1%	3	i	1%	18%
41	O=C(Nc1ccc(F)cc1)N1CCCC(Cn2c(C3CC3)nc3cccnc32)C1 (stereo not given)	-23%	-8%	-22%	5	i	?	11%
42	CN1CC(=O)N(C2CCCNCC2)Cc2c(NCCc3ccccn3)ncnc21 (stereo not given)	9%	.	0%	3	3%	-17%	2%
43	NCCC(=O)NC1CCCc2c1cnn2-c1ccc(F)cc1F (stereo not given)	-1%	5%	-1%	5	-3%[11.5 µM]	-11%	?
44	CCOc1ccc(N2CC(NC(=O)C3CC3)CC2=O)cc1 (stereo not given)	0%	.	.	6	.	.	-7%
45	O=C1NCc2ccccc2CC12CCN(Cc1ccc(F)cc1F)C2 (stereo not given)	-15%	.	-25%	-12	2%	-13%	6%
46	CCCCn1c(CN2CCCC(C(=O)c3nccn3C)C2)cnc1S(=O)(=O)CC (stereo not given)	-3%	9%	-14%	10	i	-3%	-6%
47	CC(C)CC(=O)N1CC2CC(C1)[C@H]1CCCC(=O)N1C2 (stereo not given in full)	4%	-6%	10%	12	-5%	i	-7%
48	Cc1cccc(OCCc2noc(C3CN(C(=O)c4cccnc4C)C3)n2)c1	1%	9%	?	4	i	-28%	11%
49	COc1ccc(Nc2ccnc(N3CCCC(C(=O)N4CCN(C(C)=O)CC4)C3)n2)cc1 (stereo not given)	-8%	.	-14%	13	i	?	7%
50	O=C(Cc1ccccc1Br)N1CCCN(c2cc(-c3ccc(F)cc3)[nH]n2)CC1	?	-10%	?	-7	?	?	?
51	Cc1cc(NC(=O)CCS(=O)(=O)c2cc(Br)cc3c2N(C(=O)C2CC2)CC3)ccc1Br	7%	.	.	-6	.	.	-11%
52	COc1ccccc1CNC(=O)C1Cn2cccc2C(=O)N1CC(C)C (stereo not given)	3%	0%	-1%	0	i	-13%	8%
53	O=C(c1ccccn1)N1CCC(Cc2ccc(COc3ccncc3)cc2)CC1	-2%	.	?	6	i	25µM*	-22%
54	Cc1ccccc1CSc1cn(CCNC(=O)c2cccs2)c2ccccc12	-2%	.	.	-22	.	.	?
55	O=C1OCCN1/N=C/c1ccc([N+](=O)[O-])o1	-16%[23.9 µM]	.	.	10	0%	.	-32%[25.6 µM]
56	O=C(C1CCCN1c1nccc(Nc2ccccc2F)n1)N1CCN(Cc2ccccc2)CC1 (stereo not given)	5%[12.5 µM]	.	32µM*	-7	i	?	5%
57	O=C1CC2CCN(Cc3ccc(Cl)cc3)CC2CCN1 (stereo not given)	-4%[87.6 µM]	.	?	0	i	-15%[138 µM]	-26%[87.6 µM]
58	COc1ccc(C[C@H](NC(=O)[C@@]2(O)C[C@@H](O)[C@H](O)[C@@H](NC(=O)Nc3ccc(C)cc3)C2)C(N)=O)cc1	0%	-12%	-4%	-4	i	-20%	-4%
